Rtt109 HAT inh: C. albicans Rtt109 histone acetyltransferase inhibition. Q5AAJ8. purified Rtt109/Vps75, ThioGlo CoA-SH fluorescence, 4 h. inhibition, % at 34.9 µM. 330,000 tested, 0.16% active;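 active means inhibition of at least 50% in every replicate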
Target sequence (Q5AAJ8 whole entry, looked up): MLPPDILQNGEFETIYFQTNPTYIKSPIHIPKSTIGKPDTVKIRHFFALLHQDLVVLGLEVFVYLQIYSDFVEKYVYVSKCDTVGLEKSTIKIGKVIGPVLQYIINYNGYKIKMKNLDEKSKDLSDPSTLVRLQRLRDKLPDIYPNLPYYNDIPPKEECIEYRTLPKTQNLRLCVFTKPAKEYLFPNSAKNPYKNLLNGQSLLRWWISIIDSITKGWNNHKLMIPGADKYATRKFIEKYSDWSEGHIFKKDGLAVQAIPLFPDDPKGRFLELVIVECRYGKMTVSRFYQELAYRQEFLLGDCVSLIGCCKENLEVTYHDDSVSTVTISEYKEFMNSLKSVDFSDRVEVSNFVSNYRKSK
CAL PDZ FP-1: inhibitors of human CAL PDZ peptide binding; Q9HD26; inhibition, % at 24.9 µM; purified CAL PDZ, TMR-peptide fluorescence polarization, 1 h; AID 602252; 300,000 tested, 0.92% active;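 active means mean inhibition of at least 30% with at least half of replicates also reaching 30%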;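 further: 0% = DMSO neutral control and 100% = excess unlabeled competitor peptide PRC23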
dFosB activator: activators of mouse delta FosB homodimer | P13346 | purified delta FosB, TAMRA-CDK5 oligo fluorescence polarization; percent of positive-control signal above neutral wells | activation, % at 25 µM | 340,000 tested, 0.99% active;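 active means mean activation above about 17%, with every replicate also reaching it, limit read from the data, passing the limit was not always enough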;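 further: fluorescence polarization rise as delta FosB binds a TAMRA Cdk5 AP-1 oligo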
Target sequence (P13346 whole entry, looked up): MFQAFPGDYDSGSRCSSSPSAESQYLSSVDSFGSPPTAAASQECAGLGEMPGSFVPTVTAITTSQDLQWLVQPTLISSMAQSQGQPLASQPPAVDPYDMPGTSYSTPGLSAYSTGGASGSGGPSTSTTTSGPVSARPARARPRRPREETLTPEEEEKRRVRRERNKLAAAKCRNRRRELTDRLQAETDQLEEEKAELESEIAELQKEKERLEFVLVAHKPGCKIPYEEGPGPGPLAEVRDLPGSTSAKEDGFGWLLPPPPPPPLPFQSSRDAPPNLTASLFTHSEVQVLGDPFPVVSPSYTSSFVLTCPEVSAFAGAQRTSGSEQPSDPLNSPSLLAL
SR-BI DiI inh: mouse SR-BI HDL lipid transfer inhibition; inhibition, % at 12.5 µM; Q61009; 320,000 tested, 0.96% active; ldlA[mSR-BI] CHO cells, DiI-HDL uptake fluorescence, 3 h;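 active means mean replicate inhibition of at least 70% and a set share of replicates each scoring 70 or more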;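 further: 0% = median of neutral control wells and 100% = median of positive control wells; values of inactives mirror those of a sister screen read the other way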
NSD2 inh: inhibitors of human histone methyltransferase NSD2. O96028. NSD2 peptide methylation, AlphaScreen, 120 min. inhibition, % at 12.5 µM. 310,000 tested, 0.54% active. AID 743445; in the data active means inhibition above about 50%
CAL PDZ FP-2: human CAL PDZ-peptide interaction inhibition; Q9HD26; purified CAL PDZ, TMR-peptide fluorescence polarization, 1 h; inhibition, % at 20 µM; 330,000 tested, 0.02% active; AID 504414;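 active means highest replicate inhibition of at least 40%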;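 further: plate controls were DMSO neutral control wells for no effect and unlabeled competitor peptide control wells for full effect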
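Material – purified CerCALP PDZ construct · Detection – FP readout, S and P plane fluorescence · Measure – percent inhibition from loss of millipolarization · Controls – unlabelled peptide for full inhibition, DMSO wells as neutral · Probe or stimulus – TMR-labelled reporter peptide T*-PRC34 bound in PDZ groove · Times – 1 h at RT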
MITF TRPM1 HTS: activators of MITF-driven TRPM1 promoter activity in SK-MEL-5 cells; SK-MEL-5 TRPM1-promoter luciferase, 24 h; % of positive control, neutral wells = 0; activation, % at 12.5 µM; 300,000 tested, 0.75% active; AID 588334;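 active means mean activation of at least 80% with every replicate also reaching 80%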;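 further: 0% = neutral control wells and 100% = parthenolide positive control wells; values of inactives mirror those of a sister screen read the other way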
SR-BI uptake up: activators of SR-BI mediated HDL lipid uptake; activation, % at 12.5 µM; CHO ldlA[mSR-BI] cells, DiI-HDL uptake fluorescence, 3 h; 100 = double the neutral-control signal; AID 504775; 320,000 tested, 0.096% active;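 active means mean replicate activation of at least 60% and every replicate at or above 60%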;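 further: 0% = median plate neutral-control signal and 100% = twice that signal; values of inactives mirror those of a sister screen read the other way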
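material = CHO ldlA[mSR-BI] cells | medium = Ham's F12 with 0.5% BSA, HEPES 25 mM, pH 7.4 | reagent = fluorescent DiI-HDL, 10 µg/mL final | compound dosing = single-point compound dose | incubation = 3 h, 37 °C | measured by = bottom-read fluorescence, 550/595 nm | measure = HDL uptake via cellular fluorescence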
PfHsp90 yeast 2: growth inhibition of yeast expressing Plasmodium Hsp90. S. cerevisiae expressing PfHsp90, BacTiter-Glo ATP, 48 h; yeast lacking PDR1 and PDR3 efflux regulators. AID 504621. 310,000 tested, 0.32% active. inhibition, % at 9.4 µM;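 active means every replicate shows inhibition above about 80%, whatever the replicate mean, limit read from the data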;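 further: 0% = DMSO neutral controls and 100% = 20 µM radicicol positive controls; yeast relying on Plasmodium falciparum Hsp90 in place of its own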
PvdQ inh: blocks Pseudomonas aeruginosa PvdQ acylase activity; purified PvdQ acylase, fluorescence plate reader; inhibition, % at 10 µM; 340,000 tested, 0.063% active; in the data active means inhibition above about 30%, passing the limit was not always enough;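 further: 0% = vehicle neutral wells and 100% = reference inhibitor wells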
* = called active by the depositor; nt = not tested or not shown. Compounds as they come; any-hit rate near 4.3%.

1	Cc1ccc(S(=O)(=O)N2CCCCC2)cc1C(=O)NCc1ccccn1
2	COc1ccccc1NC1=CC(=O)CC(c2ccccc2)C1 (stereo unspecified)
3	O=P(O)(OCc1ccccc1)OCc1ccccc1
4	CCC(C)(C)NC(=O)C(c1ccccc1Cl)N(C(=O)CCC(=O)Nc1cc(C)on1)c1ccc(NC(C)=O)cc1 (stereo unspecified)
5	COCCNCC(=O)NCC12CC3CC(CC(C3)C1)C2
6	COc1ccccc1-n1c(SCc2cc(=O)oc3cc(O)ccc23)nc2ccccc2c1=O
7	O=C(COC(=O)c1ccc(Cl)c(S(=O)(=O)NCc2ccccc2)c1)NCC1CCCO1 (stereo unspecified)
8	CC1=Nn2c(nc(-c3ccccc3)c2-c2ccccc2)N(CC(N)=O)C(=O)C1
Assay by compound,1,2,3,4,5,6,7,8
Rtt109 HAT inh,3,-1,-9,-1,-3,-4,nt,-6
CAL PDZ FP-1,0,-4,1,-2,-4,-2,44*,-2
dFosB activator,-6,-4,4,13,6,-14,-5,-2
SR-BI DiI inh,-20,-19,0,-8,6,16,28,9
NSD2 inh,-2,-1,nt,-6,1,-3,-2,5
CAL PDZ FP-2,-2.9,0.5,0.1,-1.8,-0.3,-2.7,0.1,-0.7
MITF TRPM1 HTS,4,2,4,-11,-5,-2,-2,7
SR-BI uptake up,20,19,0,8,-6,-16,-28,-9
PfHsp90 yeast 2,30,9,-25,8,2,-41,14,-5
PvdQ inh,-9,-9,-14,9,-5,-11,-11,-15

9	c1ccc(N=C(c2cccs2)N2CCOCC2)cc1
10	O=C(O)CN1C(=O)/C(=C\c2cc(Br)ccc2OCc2ccc(F)cc2)SC1=S
11	Cn1cccc1/C=C1\SC(=O)N(c2ccccc2)C1=O
12	CC(C)Oc1ccc(C2CC(=O)N(c3ccccc3)C2=O)cc1 (stereo unspecified)
13	N#Cc1cc2ccccc2nc1SCC(=O)Nc1ccc(S(=O)(=O)N2CCCC2)cc1
14	CCOC(=O)c1nn(-c2ccc(F)cc2)c(C)c1C(C)=O
15	O=C(CCOc1ccccc1)Nc1ccccc1
16	Cc1nc2ccccc2c(=O)n1/N=C/c1ccccc1Cl
Assay by compound,9,10,11,12,13,14,15,16
Rtt109 HAT inh,-7,5,-3,20,9,4,-9,5
CAL PDZ FP-1,3,-2,1,-1,-8,-2,6,-7
dFosB activator,4,0,-1,-5,-3,-2,1,-23
SR-BI DiI inh,nt,-4,9,-5,6,-11,-25,14
NSD2 inh,1,104*,-2,-1,-1,1,-2,-6
CAL PDZ FP-2,-1.9,-4.8,-0.1,-0.7,nt,-0.8,-0.5,-0.2
MITF TRPM1 HTS,2,-1,95*,-1,-16,-1,22,35
SR-BI uptake up,nt,4,-9,5,-6,11,25,-14
PfHsp90 yeast 2,-11,-11,12,15,nt,12,-3,-11
PvdQ inh,1,4,-7,2,-14,14,-5,-15

Part of the list above, as tab-separated lines:
#	SMILES	Rtt109 HAT inh	CAL PDZ FP-1	dFosB activator	SR-BI DiI inh	NSD2 inh	CAL PDZ FP-2	MITF TRPM1 HTS	SR-BI uptake up	PfHsp90 yeast 2	PvdQ inh
3	O=P(O)(OCc1ccccc1)OCc1ccccc1	-9	1	4	0	nt	0.1	4	0	-25	-14
4	CCC(C)(C)NC(=O)C(c1ccccc1Cl)N(C(=O)CCC(=O)Nc1cc(C)on1)c1ccc(NC(C)=O)cc1 (stereo unspecified)	-1	-2	13	-8	-6	-1.8	-11	8	8	9
5	COCCNCC(=O)NCC12CC3CC(CC(C3)C1)C2	-3	-4	6	6	1	-0.3	-5	-6	2	-5
6	COc1ccccc1-n1c(SCc2cc(=O)oc3cc(O)ccc23)nc2ccccc2c1=O	-4	-2	-14	16	-3	-2.7	-2	-16	-41	-11

Other results follow:
17	Cc1ccc(NNC(=O)c2cc(C)on2)c(C)c1
18	COc1ccc2c(c1)OCC(O)(c1ccccc1)C2=O (stereo unspecified)
19	CN1CCN(c2nc(-c3ccc(C(C)(C)C)cc3)nc3ccccc23)CC1
20	Cc1nc(N)nc(N)c1-c1ccc([N+](=O)[O-])cc1
21	CN(Cc1cnn(C)c1)C(=O)CC1C(=O)NCCN1Cc1cccc(Oc2ccccc2)c1 (stereo unspecified)
22	Cc1cccc(NC(=O)C(=O)N/N=C/c2ccncc2)c1
23	Cc1cc(C)c2nc(NCCCNC(=S)NCCCN(C)C)c(C#N)cc2c1
24	O=C(CN1C(=O)CC(c2ccccc2)S(=O)(=O)c2ccccc21)N1CCCCC1 (stereo unspecified)
Assay by compound,17,18,19,20,21,22,23,24
Rtt109 HAT inh,17,-1,4,-5,28,nt,3,-5
CAL PDZ FP-1,-5,0,4,-6,-2,-5,-5,-1
dFosB activator,-4,3,7,-6,-4,-6,32*,-2
SR-BI DiI inh,-8,-17,-30,-20,nt,0,38,-21
NSD2 inh,0,-2,48,-3,5,-3,12,1
CAL PDZ FP-2,-1.1,0.4,-0.7,-0.1,-1.3,-3.0,-0.4,-6.6
MITF TRPM1 HTS,nt,-3,27,-10,-3,-9,-1,5
SR-BI uptake up,8,17,30,20,nt,0,-38,21
PfHsp90 yeast 2,0,-3,-5,-15,14,9,8,1
PvdQ inh,-15,-13,8,-20,5,11,3,-10

25	CCOc1ccc(OCc2ccc(C(=O)NC(C)(C)C)o2)cc1
26	Cc1nc2ccc(NC(=O)c3ccc(Cl)c(S(=O)(=O)N(C)c4ccccc4)c3)cc2s1
27	COc1ccc(C(=O)c2c(C)c3cc(C)ccc3n2CC(O)CN2CCOCC2)cc1 (stereo unspecified)
28	O=C(NCC1OCCc2ccccc21)c1cc(COc2ccc(F)cc2Cl)on1 (stereo unspecified)
29	CC(=O)c1c(C)n([O-])c2cc(F)c(F)cc2[n+]1=O
30	C/C(Cc1ccccc1)=N\NC(=O)CNC(=O)c1cccc(Br)c1
31	NC(=O)C1CCN(C(=O)CN(C2CCCCC2)S(=O)(=O)c2ccc(F)cc2)CC1
32	CCCc1cc(C(=O)N2CCCC(CO)(CCCc3ccccc3)C2)n(C)n1 (stereo unspecified)
Assay by compound,25,26,27,28,29,30,31,32
Rtt109 HAT inh,9,1,31,-8,4,-13,-6,7
CAL PDZ FP-1,nt,-1,-3,-6,1,-2,nt,1
dFosB activator,-6,12,-10,-4,-7,-4,-4,-14
SR-BI DiI inh,7,68,-13,40,-6,-4,-7,20
NSD2 inh,0,-3,5,-1,4,-3,nt,0
CAL PDZ FP-2,-1.9,-4.2,-3.0,-1.6,-1.3,-3.6,-1.1,-0.5
MITF TRPM1 HTS,61,-51,5,18,-36,10,-6,8
SR-BI uptake up,-7,-68,13,-40,6,4,7,-20
PfHsp90 yeast 2,-5,-13,24,2,nt,7,-78,-13
PvdQ inh,5,5,12,-2,-8,2,-8,-2

33	CCOc1cc(N2CCOCC2)c(OCC)cc1NC(=O)c1ccccc1
34	Cc1ccc(-c2noc(CC(c3ccccc3)c3ccccc3)n2)cc1
35	COc1ccccc1C(=O)NCC(=O)NC(C)CCc1ccccc1 (stereo unspecified)
36	Cn1c(=O)c2c(nc3n2CC(O)CN3c2ccc(O)cc2)n(C)c1=O (stereo unspecified)
37	COc1cccc(C(=O)Nc2c(C)n[nH]c2C)c1
38	COC(=O)C1=C(C(=O)OC)[C@@H]2Nc3ccccc3[C@@]23C[C@@H](C(=O)OC)N=C3N1
39	Cc1ccc(C23CC4CC(CC(C(=O)NC(C)C(N)=O)(C4)C2)C3)cc1 (stereo unspecified)
40	Cc1ccc(CNC(=O)c2ccc(N3CCC4(CC3)CC(c3ccccc3)=NO4)c(N)c2)cc1
Assay by compound,33,34,35,36,37,38,39,40
Rtt109 HAT inh,-4,-6,8,7,-4,1,-5,-8
CAL PDZ FP-1,-1,21,8,-15,-2,-3,-3,-5
dFosB activator,-10,-3,-6,5,-9,-2,-6,0
SR-BI DiI inh,18,-18,-1,9,-4,-5,-17,68
NSD2 inh,3,-3,0,31,-1,nt,-1,nt
CAL PDZ FP-2,-0.5,-1.7,-1.2,-0.5,-1.8,-0.1,-2.7,0.4
MITF TRPM1 HTS,7,nt,13,nt,2,4,-7,-6
SR-BI uptake up,-18,18,1,-9,4,5,17,-68
PfHsp90 yeast 2,1,9,7,11,-3,31,-171,-3
PvdQ inh,-9,2,-10,8,-13,2,-2,-10

41	COC(=O)CCCC1=CC2=C(c3ccccc3)C(=O)C(C)(OC(=O)C3CCCC3)C(=O)C2=CN1C1CCCC1 (stereo unspecified)
42	COc1cccc(C(=O)NCCNC(=O)c2ccccn2)c1
43	CCC(=O)Nc1cccc(SC)c1
44	COc1ccc(OC)c(-n2c(-c3cc(-c4ccco4)[nH]n3)n[nH]c2=S)c1
45	COc1cccc(Nc2ncnc3onc(-c4ccccc4OC)c23)c1
46	N/C(=N\OC(=O)Cc1cccs1)c1cccc([N+](=O)[O-])c1
47	COc1ccc(CN(C)CCCn2cnc3c(OCc4ccccc4)ncnc32)cc1OC
48	CC(C)N1CCc2c(sc(NC(=O)CCS(=O)(=O)c3ccccc3)c2C(N)=O)C1
Assay by compound,41,42,43,44,45,46,47,48
Rtt109 HAT inh,2,-1,24,0,-6,-2,-6,-6
CAL PDZ FP-1,-3,-7,-3,0,-6,-2,0,-3
dFosB activator,-8,4,-5,-5,-2,-9,-11,-2
SR-BI DiI inh,-5,nt,0,4,-2,-16,-17,-3
NSD2 inh,nt,1,13,nt,nt,nt,nt,3
CAL PDZ FP-2,-0.3,-4.0,-0.4,-1.4,-0.4,0.5,-1.1,-1.6
MITF TRPM1 HTS,-10,-4,12,-1,3,20,-7,-1
SR-BI uptake up,5,nt,0,-4,2,16,17,3
PfHsp90 yeast 2,nt,-10,1,30,-15,-13,6,-21
PvdQ inh,-11,-14,11,-26,-9,-16,5,-7

49	CN(C)CC(C)(C)NS(=O)(=O)c1ccc(Cl)cc1
50	Cc1ccsc1C(=O)NC(C)c1ccc2c(c1)OCO2 (stereo unspecified)
51	CCN(CC)S(=O)(=O)c1ccc(C)c(NC(=S)N2CCN(C/C=C/c3ccccc3)CC2)c1
52	Cc1ccc2cccc(NC3OC(=O)c4ccccc43)c2n1 (stereo unspecified)
53	C/C(=N\NC(=O)c1ccccc1)c1ccccc1Br
54	Cc1cccc(NC(=O)c2ccc(CN3CCN(Cc4ccccc4)CC3)cc2)c1
Assay by compound,49,50,51,52,53,54
Rtt109 HAT inh,8,0,7,2,-7,1
CAL PDZ FP-1,-3,nt,4,2,-3,4
dFosB activator,-6,-8,-9,2,-5,-10
SR-BI DiI inh,-13,9,59,-22,-12,-9
NSD2 inh,-9,0,0,87*,-2,-2
CAL PDZ FP-2,0.4,-0.8,-2.8,0.7,-2.5,-2.9
MITF TRPM1 HTS,5,-1,-50,-12,42,1
SR-BI uptake up,13,-9,-59,22,12,9
PfHsp90 yeast 2,-3,nt,1,-8,-23,-25
PvdQ inh,3,-11,-15,2,-10,-11

Screening results: PubChem, Broad Institute
